Fibroblast inh: antiproliferative effect on LL 47 fibroblasts – human, LL 47 cells, CellTiter-Glo luminescence, primary screen. viability, % at 10 µM. AID 719, 2007. 1.1% of 85,000 active. LL 47 human lung fibroblast viability, ATP luminescence; stronger effect = lower value;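 active = viability at or below 50% in the single dose screen; inactive = viability above 50%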;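 note: compound exposure lasted 72 h before the ATP readout; 100% = median luminescence of untreated cell-only wells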
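Benchmarks: Cell-only wells, no compound | Test system: LL 47 human lung fibroblasts, passage 12 or lower | Input: 1,150 cells/well | Measured by: CellTiter-Glo luminescence measuring cellular ATP | Medium: IMEM, 15% FBS supplement | Schedule: Overnight attachment after seeding, then 72 h compound exposure at 37 °C | Doses: Compound addition at 0.1% DMSO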
HUVEC prolif 384: inhibitors of HUVEC proliferation, primary screen, cell-based, 384-well; viability, % at 10 µM (by protocol); AID 648, 2007; CellTiter-Glo luminescence, 72 h; stronger effect = lower value; 1.1% of 86,000 active;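 active = viability at or below 30%; inactive = viability above 30%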;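 note: 100% = median luminescence of DMSO-only cell control wells on each plate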
S1P2 ag: S1P2 receptor agonists, primary screen, cell-based | Sphingosine 1-phosphate receptor 2 (Homo sapiens), O95136 | S1P2-expressing cell line, agonist reporter read-out | activation, % at 4.5 µM | 0.46% of 97,000 active | AID 729, 2007; in the data active = activation above about 16%;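 note: 0% = vehicle low control and 100% = maximal reference agonist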
Target sequence (O95136 whole entry, looked up): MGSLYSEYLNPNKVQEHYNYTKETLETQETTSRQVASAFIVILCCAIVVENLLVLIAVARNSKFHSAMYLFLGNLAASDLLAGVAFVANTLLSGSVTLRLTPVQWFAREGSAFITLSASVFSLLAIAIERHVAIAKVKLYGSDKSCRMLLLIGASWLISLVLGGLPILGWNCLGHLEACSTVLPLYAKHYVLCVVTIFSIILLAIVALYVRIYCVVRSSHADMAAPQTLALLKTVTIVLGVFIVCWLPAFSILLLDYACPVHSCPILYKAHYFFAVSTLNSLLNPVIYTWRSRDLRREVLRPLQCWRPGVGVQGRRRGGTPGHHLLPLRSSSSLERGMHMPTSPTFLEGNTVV
Ecoli WT expand: growth inhibitors of wild-type E. coli, primary screen, strain BW25113, expanded library, OD600; 0.15% of 98,000 active; growth inhibition, % at 100 µM; OD600 absorbance;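 active = growth inhibition above about 50% at one test dose, limit read from the data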;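 note: growth measured after 20 h incubation at 37 °C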
DAT uptake mod: changed hDAT dopamine uptake under cocaine IC80, either direction, primary screen, cocaine antagonist project, cell-based, LLC-PK1 hDAT, [14C]-dopamine uptake, MLSMR; Sodium-dependent dopamine transporter (Homo sapiens), Q01959; LLC-PK1 hDAT cells, [14C]-dopamine uptake with cocaine IC80; actives deviate in either direction; B-score at 10 µM; 1.3% of 110,000 active;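 active = Z score or B-score, a plate-position-corrected score, falls beyond the plate's 99.7% confidence bounds, in either direction; inactive = both scores lie inside the 99.7% bounds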;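 note: scored against the spread of the other compound wells on the same plate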
Target sequence (Q01959 whole entry, looked up): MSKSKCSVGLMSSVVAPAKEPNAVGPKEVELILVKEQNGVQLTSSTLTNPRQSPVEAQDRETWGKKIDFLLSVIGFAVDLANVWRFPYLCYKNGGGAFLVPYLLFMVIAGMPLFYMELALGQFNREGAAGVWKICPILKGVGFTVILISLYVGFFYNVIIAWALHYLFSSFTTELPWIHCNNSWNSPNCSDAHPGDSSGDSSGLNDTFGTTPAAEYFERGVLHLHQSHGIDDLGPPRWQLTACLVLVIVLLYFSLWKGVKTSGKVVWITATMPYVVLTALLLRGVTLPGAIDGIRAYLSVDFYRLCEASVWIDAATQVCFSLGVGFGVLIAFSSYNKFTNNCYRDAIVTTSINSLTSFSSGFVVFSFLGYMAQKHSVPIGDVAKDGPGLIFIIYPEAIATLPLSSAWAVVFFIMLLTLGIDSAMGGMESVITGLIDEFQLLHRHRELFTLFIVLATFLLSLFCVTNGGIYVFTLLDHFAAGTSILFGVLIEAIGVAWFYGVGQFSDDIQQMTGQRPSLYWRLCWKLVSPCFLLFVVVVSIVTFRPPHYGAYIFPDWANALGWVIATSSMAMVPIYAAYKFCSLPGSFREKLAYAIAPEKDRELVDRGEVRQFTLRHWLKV
PostGolgi ctrl: growth inhibition of yeast control strain, primary screen, counter-screen for post-Golgi transport modulator project; 5% of 98,000 active; inhibition, % at 10 µM; efflux-deficient yeast background strain, growth absorbance A615, 16 h
PostGolgi yeast: phenotypic screen on post-Golgi transport, primary screen | post-Golgi transport phenotypic cell assay | inhibition, % at 10 µM | 0.9% of 98,000 active | AID 739, 2007;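 note: yeast cells grown in 1536-well plates; yeast grown about 18 h at 30C before absorbance read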
S1P2 blocker: human S1P2 receptor antagonists, primary screen, cell-based; cell-based S1P2 antagonist assay, inhibition at 5 uM; Sphingosine 1-phosphate receptor 2 (Homo sapiens), O95136; inhibition, % at 5 µM; AID 736, 2007; 0.21% of 97,000 active; in the data active = inhibition above about 45%;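 note: CRE beta-lactamase reporter cells expressing human S1P2 stimulated with S1P; 0% = agonist at EC80 alone and 100% = agonist plus reference antagonist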
H69AR inhibit: proliferation blockers of H69AR lung cancer cells, primary screen, cell-based, human, 86K library | viability, % at 10 µM | H69AR lung tumor viability, ATP luminescence, 72 h; stronger effect = lower value | 6% of 85,000 active;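 active = viability at or below 40%; inactive = viability above 40%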;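 note: multidrug resistant small cell line overexpressing MRP-1 efflux transporter; 100% = mean luminescence of untreated control wells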
An asterisk follows results filed as active; · = no result given. Cut-off read from the data, not from the text of the source, unless noted: active = inhibition above about 30%; inactive = the rest.

SMILES	Fibroblast inh	HUVEC prolif 384	S1P2 ag	Ecoli WT expand	DAT uptake mod	PostGolgi ctrl	PostGolgi yeast	S1P2 blocker	H69AR inhibit
O=C(CN(C(=O)CCC(=O)Nc1nccs1)c1cccc(F)c1)NCC1CCCO1 (configuration not stated)	95	93	-1	-10	0.74	3	2	-2	95
CN(Cc1ccccc1)C1CC(=O)N(c2ccc(C(=O)O)cc2)C1=O (configuration not stated)	92	92	-3	-6	-0.47	42*	-2	-10	96
CCCCOc1ccccc1C(=O)NCCCCCC(=O)O	97	87	·	-2	0.049	7	1	·	80
Cc1cc(NC(=O)CN2CCCCCCC2)no1	96	88	-4	3	-0.93	5	3	0	90
O=C(Nc1ccc(Cl)cc1)OCc1ccccn1	98	104	-2	·	-0.43	·	·	-7	98
CC(NC(=O)Cn1c(=O)oc2cc(S(=O)(=O)N3CCCC3)ccc21)c1ccccc1 (configuration not stated)	100	95	-2	4	0.25	3	-3	-25	94
S=c1[nH]nc(-c2ccncc2)n1Cc1ccccc1	99	87	-1	6	-0.98	12	0	-3	91
O=C(CCCOc1ccc(Cl)cc1)N1CCCCCC1	100	112	-1	7	2.5	7	-3	-31	89
NC1=NC(=Nc2ccccc2)c2ccccc21	82	97	-3	-3	-0.046	8	7	-2	78
COc1nc(NCCC2=CCCCC2)nc(OC)n1	101	97	-10	-2	-0.3	20	0	3	92
O=C(O)C1C2C=CC(C2)C1C(=O)NCc1ccc2c(c1)OCO2 (configuration not stated)	100	111	·	·	-0.46	·	·	·	95
O=C(O)C1CC=CCC1C(=O)Nc1ccc2c(c1)OCCO2 (configuration not stated)	105	87	-4	·	0.27	·	·	-5	94
Fc1ccc(Cn2nnnc2C(c2cccs2)N2CCCCCC2)cc1 (configuration not stated)	87	88	-5	-21	·	19	1	9	61
O=C(NC1CCS(=O)(=O)C1)c1ccc(-c2ccc(Br)cc2)o1 (configuration not stated)	93	80	-6	-7	·	4	1	-4	52
CCCn1c(SCC(=O)Nc2nccs2)nnc1-c1cccnc1	103	99	-2	2	-0.48	3	8	-1	88
Cn1ccnc1SCC(=O)Nc1sccc1C#N	97	87	-3	0	-0.29	-5	9	19	86
O=C(Cn1cnc2ccccc2c1=O)N1CCOCC1	101	106	-3	1	1.6	4	-3	9	92
CC1CCN(S(=O)(=O)c2ccc(Oc3ccc([N+](=O)[O-])cc3)cc2)CC1	·	·	-4	-17	·	12	21	-13	·
CC(C)CN=c1cc(-c2ccccc2)oc2ccc(Cl)cc12	79	101	-1	3	1.1	13	9	17	55
COC(=O)c1c(/N=C/N(C)C)sc2c1CCN(c1ncc(C(F)(F)F)cc1Cl)C2	91	89	-7	-12	1.2	2	4	23	67
CC1(C)CC(CCNC(=O)c2ccco2)CC(C)(C)N1	102	102	0	0	-1.5	21	-7	6	97
CC1(C)CC(=O)C=C(N2CCCC2)C1	112	102	-5	·	0.76	·	·	-21	95
CCCOc1ccc(C(C)(O)CN2CCOCC2)cc1 (configuration not stated)	104	92	-5	3	-0.78	7	4	3	97
COc1ccc(C(=O)NCCN2CCCC2)cc1OC	97	98	-1	-4	-0.74	28	4	-1	90
Nc1nc(SCC(=O)N2CCCC2)[nH]c(=O)c1-c1ccccc1	102	95	0	2	1.3	-1	1	-14	88
N#Cc1c(-c2ccccc2)cc(C2CC2)nc1N	93	68	·	3	-0.0069	18	3	·	84
NC(=O)c1ccc(Br)c(S(=O)(=O)N2CCCCC2)c1	89	97	-1	-4	2	18	-1	-7	94
CC(C)Nc1nc(Oc2cccc(Cl)c2Cl)cc(C(F)(F)F)n1	·	·	-4	6	·	-3	-3	3	·
Cc1ccc(-n2nc3c(c2NC(=O)c2ccc(S(=O)(=O)N4CCOCC4)cc2)CSC3)c(C)c1	95	94	-13	0	-0.11	-5	-8	21	73
CCOC(=O)N1CCN(c2c(N3CCc4ccccc4C3)c(=O)c2=O)CC1	104	111	·	-2	-0.24	2	-1	·	81
COc1cccc(C(=O)CSc2nnc(COc3cccc4cccnc34)o2)c1	103	89	·	-13	-1	6	0	·	84
Cc1cc(C(F)(F)F)n2nc(-c3cnn(C)c3C(F)(F)F)cc2n1	·	·	0	1	1.5	6	12	8	·
Nc1ccc2oc(-c3cccs3)nc2c1	106	92	0	14	0.93	-4	24	18	89
CC(NC(=O)CN1C(=O)COc2ccccc21)c1ccccc1 (configuration not stated)	97	98	·	0	-0.13	4	15	·	96
COc1cccc(-n2nnc3c(=O)n(Cc4ccc(Cl)cc4)cnc32)c1	100	88	-5	-11	0.28	2	3	17	87
Cc1ccc(S(=O)(=O)Oc2ccc(/C=N/NC(=O)c3nn(C)cc3Cl)cc2)cc1	89	92	0	·	0.73	·	·	-14	79
CCOC(=O)C1CCN(S(=O)(=O)C(F)(F)c2nc3ccccc3s2)CC1	92	98	-7	-1	-0.036	19	-2	1	96
c1ccc(Cn2c(SCc3cn4cccnc4n3)nnc2-c2ccco2)cc1	·	·	-2	2	-0.56	12	-1	-6	·
O=C(NCCCN=C1NS(=O)(=O)c2ccccc21)c1ccco1	94	87	-5	·	-1.1	·	·	-3	95
COc1c(C)cc(Br)cc1C(=O)O	104	103	-5	6	-0.37	2	-4	0	103
CCOC(=O)Cn1cnc2c(C#N)c3n(c2c1=O)CCCCC3	101	97	-5	-3	0.25	0	4	12	91
CCOC(=O)C1CCN(C(=O)CN(Cc2ccccc2)S(C)(=O)=O)CC1	111	107	0	-5	0.011	-3	1	14	103
CCOC(=O)c1c(C)nc2c(c1-c1ccccc1)C(=O)c1ccccc1-2	·	·	3	-10	2.1	35*	1	-25	·
COc1ccc(CCNC(=O)C2CCN(S(=O)(=O)N3CCCCCC3)CC2)cc1OC	104	94	-4	1	·	-1	0	9	77
O=C(CSc1nnc(-c2ccccc2)o1)Nc1ccccc1F	61	45	-6	-1	-0.6	3	1	4	49
CC(C)OCCCn1c(=S)[nH]c2ccc(N3CCOCC3)cc2c1=O	96	113	·	-1	1.4	4	3	·	89
CC(C(=O)Nc1cccnc1)N1C(=O)C2C3C=CC(C3)C2C1=O (configuration not stated)	112	94	-5	-1	0.0051	-7	15	-3	·
Cc1noc(C(=O)N2CCN(c3ccc(F)cc3)CC2)c1Cl	108	99	·	-5	0.25	2	2	·	100
CC1(C(=O)NC2CCCCCCC2)CCC(=O)N1Cc1cccnc1 (configuration not stated)	·	94	-4	-5	-0.03	5	3	-7	95
Cc1ccc(CNC(=O)C2CCCN(S(C)(=O)=O)C2)cc1 (configuration not stated)	115	87	-5	-5	0.65	3	-5	-15	97
CCOc1ccc(NC(=O)CN2CCN(CC(=O)c3ccc(OC)c(OC)c3)CC2)cc1	100	105	·	-2	0.32	1	-4	·	96
COc1ccc(-c2sc(NC(=O)c3ccc(C)cc3)nc2-c2ccc([N+](=O)[O-])cc2)cc1	·	·	-6	-17	-0.1	-6	1	-3	·
COc1cc(/C=N/n2cnnc2)ccc1OCCSc1ccc(C)cc1	·	·	-4	-7	1.3	14	-7	6	·
Cc1occc1-c1nnc(SCC(N)=O)n1Cc1ccccc1	·	·	-1	-6	0.084	8	3	-7	·
Cc1ccc(NC(=S)NCc2cccs2)cc1	89	87	0	7	0.0031	6	12	-25	103
CCN(CC)CCCN(C(=O)c1cccs1)c1nc(-c2ccc(OC)cc2)cs1	69	15*	-8	6	2.5	9	8	28	29*
CCCC(=O)Nc1cc(=O)[nH]c2ncnn12	98	92	-6	-12	-1.3	-3	4	8	97
O=C(/C=C/c1ccccc1Cl)NCCc1ccccc1	·	·	-9	3	-0.2	30	-6	9	·
COC(=O)CSc1nc2ccccc2o1	104	91	-5	-7	-0.33	-3	4	20	95
Oc1ccccc1C=NC1=NN(c2cccc(C(F)(F)F)c2)CC1	90	102	-2	·	-0.65	·	·	-20	66

16 compounds out of the list, ordered by formula weight, low to high:
SMILES	Fibroblast inh	HUVEC prolif 384	S1P2 ag	Ecoli WT expand	DAT uptake mod	PostGolgi ctrl	PostGolgi yeast	S1P2 blocker	H69AR inhibit
Nc1ccc2oc(-c3cccs3)nc2c1	106	92	0	14	0.93	-4	24	18	89
NC1=NC(=Nc2ccccc2)c2ccccc21	82	97	-3	-3	-0.046	8	7	-2	78
COC(=O)CSc1nc2ccccc2o1	104	91	-5	-7	-0.33	-3	4	20	95
COc1c(C)cc(Br)cc1C(=O)O	104	103	-5	6	-0.37	2	-4	0	103
Cc1cc(NC(=O)CN2CCCCCCC2)no1	96	88	-4	3	-0.93	5	3	0	90
COc1nc(NCCC2=CCCCC2)nc(OC)n1	101	97	-10	-2	-0.3	20	0	3	92
CCCOc1ccc(C(C)(O)CN2CCOCC2)cc1 (configuration not stated)	104	92	-5	3	-0.78	7	4	3	97
O=C(O)C1C2C=CC(C2)C1C(=O)NCc1ccc2c(c1)OCO2 (configuration not stated)	100	111	·	·	-0.46	·	·	·	95
Cc1noc(C(=O)N2CCN(c3ccc(F)cc3)CC2)c1Cl	108	99	·	-5	0.25	2	2	·	100
Cc1occc1-c1nnc(SCC(N)=O)n1Cc1ccccc1	·	·	-1	-6	0.084	8	3	-7	·
CCOC(=O)c1c(C)nc2c(c1-c1ccccc1)C(=O)c1ccccc1-2	·	·	3	-10	2.1	35*	1	-25	·
Cc1cc(C(F)(F)F)n2nc(-c3cnn(C)c3C(F)(F)F)cc2n1	·	·	0	1	1.5	6	12	8	·
CCCn1c(SCC(=O)Nc2nccs2)nnc1-c1cccnc1	103	99	-2	2	-0.48	3	8	-1	88
COc1cc(/C=N/n2cnnc2)ccc1OCCSc1ccc(C)cc1	·	·	-4	-7	1.3	14	-7	6	·
Cc1ccc(S(=O)(=O)Oc2ccc(/C=N/NC(=O)c3nn(C)cc3Cl)cc2)cc1	89	92	0	·	0.73	·	·	-14	79
COc1ccc(-c2sc(NC(=O)c3ccc(C)cc3)nc2-c2ccc([N+](=O)[O-])cc2)cc1	·	·	-6	-17	-0.1	-6	1	-3	·

Continuation.
SMILES	Fibroblast inh	HUVEC prolif 384	S1P2 ag	Ecoli WT expand	DAT uptake mod	PostGolgi ctrl	PostGolgi yeast	S1P2 blocker	H69AR inhibit
Cc1c(NC(=O)Cn2[nH]c(=O)c3ccccc3c2=O)c(=O)n(-c2ccccc2)n1C	105	96	-4	4	0.54	3	-2	3	91
O=C(Nc1ccc2oc(-c3ccc(F)cc3)nc2c1)c1ccccc1F	90	118	-3	-14	0.33	-4	-10	9	79
C=CCn1c(NCc2ccc(N(C)C)cc2)nc2ccccc21	95	89	-9	14	1.3	6	12	2	74
COc1ccc(CCn2c(-c3ccco3)nc3nc4ccccc4nc32)cc1	95	96	1	-2	-0.81	19	0	11	58

Outcome played no part in choosing rows, and some 11% of all compounds hit somewhere here.
